Screening results (PubChem)
Epigenetic reg: regulators of epigenetic silencing causing reporter derepression in mouse cells; AID 1865; murine LDR cells, GFP reporter derepression, 30 h; 280,000 compounds, 0.2% hits; Potency, µM (series often up to 53.9 µM), without a hit: top-dose GFP activation, hits mostly activators; further: potency means the concentration at half of the fitted maximal effect; % of control where 0% means no effect; nearly all actives have a fitted effect of over 60% in size
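Reporter derepression read as number of fluorescent GFP-positive objects, 20-120 um in size, counted by laser-scanning cytometer. Mouse LDR line with an epigenetically silenced CMV-GFP locus; compound incubation 30 h, 37 C.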
HTT aggregate: inhibitors of mutant huntingtin aggregate formation in PC12 cells; PC12 HttQ103-GFP aggregates, Acumen cytometry, 40 h; Potency, µM (top dose mostly 46.1 µM), without a hit: at the top dose activity change, negative = inhibition, actives largely listed as inhibitors; 220,000 compounds, 1.1% hits; further: potency means the concentration at half of the fitted maximal effect; on the % scale 0 is the no-effect control and ±100 the full control effect; nearly all actives have a fitted effect of over 60% in size
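Aggregate formation scored by laser-scanning cytometer (488 excitation, 500–530 emission) in lysed PC12 cells expressing Q103-GFP after 100 nM tebufenozide induction; library tested in dose series, with ATPLite reagent added in the multiplex.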
NPSR antag: antagonists of human neuropeptide S receptor cAMP signaling | Q6W5P4 | AID 1461 | CHO-NPSR cells, cAMP TR-FRET, antagonist mode | Potency, µM (series often up to 38.3 µM), without a hit: at the top dose activity change, negative = inhibition, most hits filed as inhibitors | 220,000 compounds, 1% hits; further: potency means the concentration at half of the fitted maximal effect; on the % scale 0 is the no-effect control and ±100 the full control effect; nearly all actives have a fitted effect of over 50% in size; many of its hits are not listed in these tables
CBFb RUNX1 block: blocks binding between human CBF-beta and RUNX1. Q01196+Q13951. AlphaScreen CBFb-His/RUNX1-biotin binding, biochemical. Potency, µM (titrated, usually from 59.8 µM), inactives show top-dose activity, negative = inhibition, usual class: inhibitors. 230,000 tested, under 10 active; further: % of control where 0% means no effect
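Compounds were screened at multiple concentrations against a preformed CBF-beta(His)/RUNX1(biotin) complex (30 nM of each) for 15 min at room temperature, followed by 90 min with nickel and streptavidin beads and AlphaScreen reading.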
IMPase Li cell: membrane-permeable IMPase blocker, potentiated with lithium; CHO-M1 cells, IP1 TR-FRET (IP-One), carbachol + lithium; Potency, µM (series often up to 59.4 µM), without a hit: top-dose activity, negative = IMPase inhibition, actives largely listed as inhibitors; 210,000 compounds, 0.35% hits;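 further: IP1 builds up when IMPase is blocked and the TR-FRET signal falls; potency means the concentration at half of the fitted maximal effect; plate controls were basal vehicle for no effect and high inhibitor control for full effect; nearly all actives have a fitted effect of over 50% in size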
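CHO-M1, 2000 cells/well, 16–30 h culture; cpd + low Li+, 30 min 37C; lysis with d2-IP1/Eu-anti-IP1 Ab, 10 min RT; TR-FRET 665/620 ratio and 620 channel; AC50 via Hill.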
L3MBTL1 inh: inhibitors of human L3MBTL1; Q9Y468; AlphaScreen L3MBTL1–H3K9me1 peptide binding; Potency, µM (titrated, usually from 57.1 µM), without a hit: top-dose activity, negative = inhibition, hits mostly inhibitors; 230,000 compounds, 0.66% hits; AID 485360; further: potency means the concentration at half of the fitted maximal effect; on the % scale 0 is the no-effect control and ±100 the full control effect; nearly all actives have a fitted effect of over 60% in size
Target sequence (Q9Y468 whole entry, looked up): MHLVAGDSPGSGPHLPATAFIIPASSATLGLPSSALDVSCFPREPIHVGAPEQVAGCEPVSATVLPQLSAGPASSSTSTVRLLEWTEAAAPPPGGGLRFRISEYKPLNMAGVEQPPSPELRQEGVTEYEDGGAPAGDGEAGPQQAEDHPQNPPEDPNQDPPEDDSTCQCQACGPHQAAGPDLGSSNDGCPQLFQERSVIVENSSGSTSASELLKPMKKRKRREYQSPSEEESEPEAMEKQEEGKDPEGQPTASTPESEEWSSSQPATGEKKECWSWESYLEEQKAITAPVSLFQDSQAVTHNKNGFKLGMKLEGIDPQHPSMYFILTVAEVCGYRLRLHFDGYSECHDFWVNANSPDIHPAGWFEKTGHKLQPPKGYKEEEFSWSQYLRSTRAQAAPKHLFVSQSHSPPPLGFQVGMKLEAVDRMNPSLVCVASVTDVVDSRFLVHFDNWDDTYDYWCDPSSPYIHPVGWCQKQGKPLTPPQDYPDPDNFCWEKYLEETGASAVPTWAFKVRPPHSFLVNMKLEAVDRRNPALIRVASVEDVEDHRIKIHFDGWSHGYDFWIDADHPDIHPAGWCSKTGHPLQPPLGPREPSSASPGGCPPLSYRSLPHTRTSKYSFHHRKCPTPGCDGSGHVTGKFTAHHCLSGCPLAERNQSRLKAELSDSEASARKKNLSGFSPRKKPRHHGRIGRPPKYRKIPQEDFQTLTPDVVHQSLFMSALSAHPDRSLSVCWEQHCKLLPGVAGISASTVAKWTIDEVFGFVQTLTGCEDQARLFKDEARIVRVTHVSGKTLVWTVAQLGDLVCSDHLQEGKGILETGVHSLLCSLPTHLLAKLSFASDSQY
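Displacement of a biotinylated histone H3(1-15) peptide monomethylated at Lys9 (75 nM) from L3MBTL1 (50 nM) was measured by AlphaScreen after a 30 min room-temperature compound incubation; cefsulodin titration served as intraplate control.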
Luc counter: counter-screen: inhibitors of Kinase-Glo firefly luciferase; Kinase-Glo luciferase, ATP luminescence, 8 min; Q27757; 200,000 compounds, 0.28% hits; Potency, µM (series often up to 38.3 µM), for the others: top-dose activity change, negative = inhibition, most hits filed as inhibitors; further: potency means the concentration at half of the fitted maximal effect; on the % scale 0 is the no-effect control and ±100 the full control effect; nearly all actives have a fitted effect of over 60% in size
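Inhibition of Kinase-Glo luciferase light generation was assessed at 10 uM ATP in pH 7.2 imidazole buffer, with luminescence measured after eight minutes at ambient temperature.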
Numbers without * were called inactive; ? = inconclusive; . = no result given; [ ] = remark or other dose. The call rests on the fitted dose curve; in most records, active means well fitted curve in the direction sought with a large enough effect; inconclusive means small, poorly fitted or top-dose-only effect, or another doubt; inactive means no such curve, though single readings can be large; an effect the other way counts as inactive or inconclusive.

cpd | compound | Epigenetic reg | HTT aggregate | NPSR antag | CBFb RUNX1 block | IMPase Li cell | L3MBTL1 inh | Luc counter
1 | O=C1CC(N(O)c2ccccc2)C(=O)N1c1ccc(Cl)c(Cl)c1 (configuration not stated) | 1.1% | 2%[9.22 µM] | 0% | 2% | . | . | .
2 | Cc1cc(OCc2cccc(Cl)c2)c(C)cc1CN1CCOCC1 | -2.9% | ? | 36% | 19% | 7% | 23% | 3%
3 | COc1ccc(/C=N/NC(=O)COc2ccc3ccccc3c2)c(C(=O)O)c1OC | 1.1% | 14% | 14% | 1% | 0% | 2% | 1%
4 | COC(=O)C1CCN(c2cc(=O)n(-c3ccccc3Cl)c(=O)[nH]2)CC1 | 3.4% | 14% | -7%[46.1 µM] | 7% | 2%[38.3 µM] | . | 3%
5 | c1ccc(CNc2nc(N3CCN(Cc4ccccc4)CC3)nc3ccccc23)cc1 | -1.1% | -27%[9.22 µM] | ? | -1% | . | . | .
6 | CC(=O)NC(NC(C)=O)c1ccc(N(C)C)cc1 | -2.0% | 4% | -8%[46.1 µM] | -10% | 6% | -6% | -1%
7 | CCc1ccccc1NC(=S)N(Cc1cccc(C)c1)c1cccnc1 | 0.0% | -21% | 20% | 8% | 7% | -2% | -5%
8 | COc1ccc(-c2nc(N3CCCC3)[nH]c(=O)c2C#N)cc1 | -5.4% | ? | -3%[46.1 µM] | 18% | -9% | 14% | -2%
9 | COc1ccc2nc(NC(=O)CN(c3ccc(C)cc3)S(=O)(=O)c3c(C)nn(C)c3C)sc2c1 | 2.8% | ? | ? | 3% | 28%[38.3 µM] | 11% | 2%
10 | O=C(O)CC(Sc1n[nH]c(=S)s1)C(=O)O (configuration not stated) | 1.1% | -8%[9.22 µM] | -7% | 24% | . | -87% | .
11 | CN(C)S(=O)(=O)c1cccc(NC(=S)NCc2ccc3c(c2)OCO3)c1 | 0.9% | -27% | -9% | -1% | 1% | . | -1%
12 | O=C(c1ccccc1)c1ccc2c(c1)OCCOCCOCCOCCO2 | 1.0% | -8%[9.22 µM] | 16% | -7% | . | 25% | .
13 | Cc1cc(C(C)(C)C)cc(C)c1Cn1c2[n+](c3ccc(C(F)(F)F)cc31)CCCCC2 | -1.6% | ? | -54% | 0% | 29% | -2% | -3%
14 | O=C(COc1ccc(Cl)cc1)NCc1nnc(SCC(=O)Nc2ccc(F)cc2F)o1 | 0.9% | 3% | 0% | 8% | 6% | . | -1%
15 | NS(=O)(=O)c1ccc(CCNC2CC(=O)N(CCc3ccccc3)C2=O)cc1 (configuration not stated) | -1.0% | -1% | -1%[46.1 µM] | -2% | -6%[38.3 µM] | -3% | -2%
16 | Cc1c(C(=O)N/N=C/c2cccs2)nc2ccccn12 | 1.1% | -2% | 20% | -3% | 20% | 15% | -2%
17 | S=c1[nH]nc(-c2cccnc2)n1C1CCCCC1 | 0.0% | 4% | 9% | 6% | -3% | 9% | 1%
18 | Cc1ccc(CN(c2ccc(C(=O)NCc3ccc4c(c3)OCO4)cc2)S(C)(=O)=O)cc1 | 3.4% | 12% | ? | -2% | 13%[38.3 µM] | . | -2%
19 | Cn1nnnc1SC1CC(=O)N(c2ccccc2)C1=O (configuration not stated) | 1.1% | ? | 6% | -2% | 4% | 3% | -1%
20 | CC(=O)c1nnn(-c2nc(N)nc(N(c3ccccc3)c3ccccc3)n2)c1C | -1.4% | 8% | ? | -5% | -3%[38.3 µM] | 2% | -2%
21 | CC(OC(=O)c1ccccc1Nc1ccc(SC(F)F)cc1)C(N)=O (configuration not stated) | 1.0% | ? | -18% | 8% | 1% | 13% | -2%
22 | O=C1CC(NCC2CCCO2)C(=O)N1c1ccc(F)cc1 (configuration not stated) | -3.8% | 0% | 17% | ? | 2% | -3% | 2%
23 | CCCn1c2ccc(/C(C)=N\O)cc2c2cc(/C(C)=N/O)ccc21 | -0.9% | ? | -14%[46.1 µM] | -5% | 12%[38.3 µM] | -4% | 2%
24 | O=C(CCCC(=O)NCCc1ccccc1)NCCc1ccccc1 | 0.1% | -3% | 1% | -13% | -2% | 3% | 2%
25 | CCOc1cccc(CN2CCN(Cc3ccc(C)o3)C(CCO)C2)c1O (configuration not stated) | 0.0% | 5%[9.22 µM] | -13% | 7% | 9% | 6% | -1%
26 | NNc1cc(C(=O)O)ccc1Cl | 1.1% | -7%[9.22 µM] | -22% | 7% | . | -8% | .
27 | NC(=O)c1cc(-c2ccccc2)sc1NC(=O)Cc1ccc(S(=O)(=O)N2CCOCC2)s1 | 5.7% | -5% | -19%[46.1 µM] | -14% | -7%[38.3 µM] | . | -8%
28 | O=C(COc1ccc2ccccc2c1)Nc1nccs1 | ? | 14%[9.22 µM] | -3% | 16% | 4% | -7% | -19%
29 | O=C(/C=C/c1ccco1)Nc1nnc(-c2ccco2)s1 | 2.4% | 23%[9.22 µM] | -4% | 2% | -4% | -7% | 2%
30 | Cc1cccc2cc3c(NC(=O)c4ccccn4)nn(C)c3nc12 | -1.0% | 21% | 4%[46.1 µM] | -4% | -1%[38.3 µM] | 30%[activator] | -4%
31 | COc1ccc2c(c1)C1=C(CC2)C(c2ccc(C)cc2)NC(=S)N1 (configuration not stated) | 1.7% | -26% | -16% | -26% | -4% | . | -1%
32 | CC1=CS/C(=C(/C#N)C(=O)NCc2ccco2)N1c1ccccc1 | 11% | 5% | -10%[46.1 µM] | -1% | -2%[38.3 µM] | . | -4%

(listing goes on)
| cpd | compound | Epigenetic reg | HTT aggregate | NPSR antag | CBFb RUNX1 block | IMPase Li cell | L3MBTL1 inh | Luc counter |
| --- | --- | --- | --- | --- | --- | --- | --- | --- |
| 33 | CCN(CC)C(=O)C(=O)c1cn(CCOc2ccccc2)c2ccccc12 | 5.5% | -27% | -31% | -1% | 9% | -2% | 1% |
| 34 | COc1ccc(CC(=O)Nc2nc(C)cs2)cc1 | -0.1% | -6% | -7% | -5% | 5% | . | 2% |
| 35 | C/C(CCN1CCc2nc(-c3ccccc3)c(-c3ccccc3)cc2C1)=N\O[C@H](C)c1cn([C@H](CO)Cc2ccccc2)nn1 | 1.1% | 7% | -40% | -17% | 18% | -12% | 0% |
| 36 | CP(C)(=O)CCP(=O)(c1ccccc1)c1ccccc1 | 0.1% | 9% | 14%[46.1 µM] | -2% | . | 13% | . |
| 37 | O=C(O)Cn1ccnc1 | -0.2% | 19%[9.22 µM] | -4%[46.1 µM] | -8% | -1%[38.3 µM] | . | 1% |
| 38 | COC(=O)[C@@]1(Cc2ccc(F)cc2)[C@H]2c3cc(C(=O)N4CCCC4)n(Cc4ccc(C)o4)c3C[C@H]2CN1C(=O)c1ccccc1 | ? | . | . | -9% | 8% | . | -4% |
| 39 | COc1ccc(N(CC(=O)Nc2cccc(OC)c2)S(=O)(=O)c2c(C)nn(C)c2C)cc1 | -0.9% | 8% | -3%[46.1 µM] | -3% | 2%[38.3 µM] | 3% | -1% |
| 40 | NS(=O)(=O)c1ccc(O)c(N2C(=O)c3cccc4c(C(=O)c5ccccc5)ccc(c34)C2=O)c1 | -1.5% | -2% | 0% | -6% | -3% | . | -4% |
| 41 | Cc1cccc(-c2nc3c(c(=O)c4ccccc4n3C)c(=O)n2-c2ccccc2)c1 | -1.2% | -2%[9.22 µM] | -48% | 9% | . | . | . |
| 42 | O=C(NC1CC(=O)c2sccc21)c1ccc(Cl)cc1Cl (configuration not stated) | 1.1% | 24% | 11% | -1% | 3% | -1% | 1% |
| 43 | CCOc1ccc(CN(C)CC(=O)NCc2ccccc2)cc1 | -0.3% | 13%[9.22 µM] | -2% | 0% | . | 10% | . |
| 44 | O=[N+]([O-])c1cc2oc3c(c2c(C=NCc2ccccc2)c1O)CCCC3 | 0.0% | 26% | 10µM* | -10% | 15% | 1% | -2% |
| 45 | O=c1oc2ccccc2c(NC(c2ccccc2)c2ccccc2)c1[N+](=O)[O-] | 0.0% | 1% | -10% | -14% | 8% | -13% | 2% |
| 46 | Cc1cc(N2CCN(c3ccccc3F)CC2)nc2cc(O)ccc12 | -1.1% | -3% | -17%[46.1 µM] | -5% | 7%[38.3 µM] | 2% | 0% |
| 47 | Cn1c(/C(C#N)=C/c2ccc(O)cc2)nc2ccccc21 | 2.5% | -7%[9.22 µM] | 46% | 5% | . | -4% | . |
| 48 | CC(=O)c1ccc(NC(=O)CCc2c(C)nc3ncnn3c2C)cc1 | -1.0% | -8% | 1% | 0% | -1% | -7% | 1% |
| 49 | CCCCC(=O)Nc1nn(CC(C)C)c2nc3ccccc3cc12 | -4.7% | -5% | -8%[46.1 µM] | 28% | 5%[38.3 µM] | 23% | -5% |
| 50 | Clc1nc2sccn2c1/C=N/n1cnc2ccccc21 | 8.8% | 9% | -11%[46.1 µM] | -5% | 1%[38.3 µM] | 2% | -2% |
| 51 | O=S(=O)(NC1CCCC1)c1cccc(-c2nnc(-c3ccccc3)o2)c1 | 3.0% | ? | ? | 0% | 21%[38.3 µM] | . | -2% |
| 52 | C/C(=N\NC(=O)CNc1ccccc1)c1ccccc1 | 1.5% | 11%[9.22 µM] | 7% | -1% | 0% | -4% | 0% |

Seven compounds from above, sorted by number of heavy atoms, ascending:
| cpd | compound | Epigenetic reg | HTT aggregate | NPSR antag | CBFb RUNX1 block | IMPase Li cell | L3MBTL1 inh | Luc counter |
| --- | --- | --- | --- | --- | --- | --- | --- | --- |
| 50 | Clc1nc2sccn2c1/C=N/n1cnc2ccccc21 | 8.8% | 9% | -11%[46.1 µM] | -5% | 1%[38.3 µM] | 2% | -2% |
| 47 | Cn1c(/C(C#N)=C/c2ccc(O)cc2)nc2ccccc21 | 2.5% | -7%[9.22 µM] | 46% | 5% | . | -4% | . |
| 43 | CCOc1ccc(CN(C)CC(=O)NCc2ccccc2)cc1 | -0.3% | 13%[9.22 µM] | -2% | 0% | . | 10% | . |
| 49 | CCCCC(=O)Nc1nn(CC(C)C)c2nc3ccccc3cc12 | -4.7% | -5% | -8%[46.1 µM] | 28% | 5%[38.3 µM] | 23% | -5% |
| 48 | CC(=O)c1ccc(NC(=O)CCc2c(C)nc3ncnn3c2C)cc1 | -1.0% | -8% | 1% | 0% | -1% | -7% | 1% |
| 51 | O=S(=O)(NC1CCCC1)c1cccc(-c2nnc(-c3ccccc3)o2)c1 | 3.0% | ? | ? | 0% | 21%[38.3 µM] | . | -2% |
| 45 | O=c1oc2ccccc2c(NC(c2ccccc2)c2ccccc2)c1[N+](=O)[O-] | 0.0% | 1% | -10% | -14% | 8% | -13% | 2% |

This is a subset; count on the stated rates, not on these rows.
